MITF primary – blocks human microphthalmia-associated transcription factor; O75030; AID 1259374; actives 0.91% (n = 650,000); inhibition, % at 2.6 µM; AlphaScreen MITF homodimerization, bead proximity signal; in the data active = inhibition above about 50%;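 also: 0% = vehicle wells with protein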
Target sequence (O75030 whole entry, looked up): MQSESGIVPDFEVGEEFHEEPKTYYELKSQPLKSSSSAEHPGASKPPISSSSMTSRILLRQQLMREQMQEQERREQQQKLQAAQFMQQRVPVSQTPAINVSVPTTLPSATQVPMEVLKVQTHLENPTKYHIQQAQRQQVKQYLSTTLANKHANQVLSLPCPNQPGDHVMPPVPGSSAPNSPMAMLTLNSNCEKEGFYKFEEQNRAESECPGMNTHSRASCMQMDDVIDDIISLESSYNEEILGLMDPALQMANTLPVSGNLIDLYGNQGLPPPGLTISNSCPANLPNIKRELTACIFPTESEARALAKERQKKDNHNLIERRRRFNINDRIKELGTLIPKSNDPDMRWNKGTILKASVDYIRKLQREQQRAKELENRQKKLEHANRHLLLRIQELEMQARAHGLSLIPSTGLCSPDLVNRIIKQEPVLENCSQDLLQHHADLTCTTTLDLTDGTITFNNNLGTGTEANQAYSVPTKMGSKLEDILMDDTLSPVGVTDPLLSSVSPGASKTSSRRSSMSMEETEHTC
GPR151 activ – human GPR151 activation; PathHunter beta-arrestin GPR151 cells, luminescence; activation, % at 11.2 µM; actives 1% (n = 650,000); in the data active = activation above about 4.9%;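 also: 0% = median of compound wells and 100% = cells with positive control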
Target sequence (Q8TDV0 whole entry, looked up): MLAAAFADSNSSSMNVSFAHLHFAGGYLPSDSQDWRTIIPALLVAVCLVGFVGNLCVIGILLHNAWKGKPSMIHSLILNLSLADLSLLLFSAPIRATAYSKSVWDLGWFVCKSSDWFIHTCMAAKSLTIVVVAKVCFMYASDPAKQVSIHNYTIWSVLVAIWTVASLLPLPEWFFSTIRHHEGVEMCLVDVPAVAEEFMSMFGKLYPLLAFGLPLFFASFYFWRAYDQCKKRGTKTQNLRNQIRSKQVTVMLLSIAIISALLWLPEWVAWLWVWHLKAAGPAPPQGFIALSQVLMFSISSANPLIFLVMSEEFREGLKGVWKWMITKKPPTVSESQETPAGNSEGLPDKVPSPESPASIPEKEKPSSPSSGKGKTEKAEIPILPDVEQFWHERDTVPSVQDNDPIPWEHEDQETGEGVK
FBW7 act – human FBW7 E3 ligase activation, primary screen; AlphaScreen FBW7–phospho-cyclin E peptide binding, activator screen; normalized activity (activation), % at 26.1 µM; actives 0.13% (n = 650,000); in the data active = normalized activity above about 1.9%;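 also: purified mutant Fbw7 with reduced substrate affinity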
TEAD-YAP inh – TEAD-YAP interaction inhibition; actives 1.4% (n = 640,000); HEK-TIYL cells, TEAD-Gal4/YAP UAS-luciferase luminescence; AID 1259422; inhibition, % at 9.12 µM; in the data active = inhibition above about 32%;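 also: 0% = median of test compound wells and 100% = reference inhibitor wells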
* = called active by the depositor; x = not tested or not shown. Compounds were not picked by outcome; any-hit rate near 3.4%.

SMILES	MITF primary	GPR151 activ	FBW7 act	TEAD-YAP inh
CCOc1ccc(/C(O)=C2/C(=O)C(=O)N(CCN(CC)CC)C2c2ccc(Cl)cc2)cc1C (stereo not given)	1	-0.8	-0.2	7
O=S(=O)(c1ccc(F)c(F)c1F)N1CCN(C(=S)NCc2ccccc2)CC1	2	-0.9	-0.1	-1
COc1ccc(S(=O)(=O)N(CC(=O)Nc2cc(C)ccc2OC)c2ccc(C)cc2)cc1	-4	0.6	0.1	-1
COc1ccc(NC(=S)N2CCn3cccc3C2c2cc(OC)c(OC)c(OC)c2)cc1 (stereo not given)	4	-0.6	-0.1	4
O=C(/C=C/c1cc2cccc3c2n(c1=O)CCC3)N1CCOCC1	13	0.6	0.6	0
C/C(=N\NC(=O)CNC(=O)c1cccc(F)c1)c1cccc(Br)c1	-8	0.6	-0.1	-7
O=C(COc1ccccc1)OCC(=O)C12CC3CC(CC(C3)C1)C2	-1	-0.9	0.1	1
O=C1NC(=O)c2cc(N=Cc3ccc(Cl)cc3Cl)ccc21	6	0.1	0.1	2
O=C(Nc1ccc2oc(-c3cncc(Br)c3)nc2c1)c1cccs1	21	-1.7	0.9	-12
Nc1nccc(-c2cc(F)c3nc(C4COc5ccc(C(=O)NCCc6cccs6)cc5C4)[nH]c3c2)n1 (stereo not given)	14	0.5	-0.2	11
COC(=O)c1ccc(/C=C2\Oc3ccccc3NC2=O)cc1	14	-0.2	0.9	2
COc1ccccc1NC(=O)COC(=O)c1ccc(NC(N)=O)cc1	16	-0.4	0.0	4
COc1ccc(NC(=O)C2C3NC(=S)N(c4ccccc4)C2(C)Oc2ccc(Br)cc23)cc1 (stereo not given)	29	2.0	0.0	7
Cc1cc(C(F)(F)F)nc(Sc2ccc([N+](=O)[O-])cn2)n1	24	-1.0	0.1	60*
FC(F)(F)c1cccc(NCc2cn3cccnc3n2)c1	3	-0.2	2.3*	-1
CC(=O)NC(=O)C(C(C)=O)c1ccccc1 (stereo not given)	6	-0.6	0.3	3
CCOC(=O)CNC(=O)Cn1cnc2c(nnn2Cc2ccc(C)cc2)c1=O	6	0.9	-0.1	14
CC(C)(C)NC(=O)c1ccc(CN2CCN(c3ccccc3)CC2)cc1	-6	-0.3	-0.1	15
C=CCC(O)(CC=C)CNC1CCN(c2cccc(NC(=O)c3cccnc3)c2)CC1	-1	-0.9	0.0	4
O=C(Nc1cccc(F)c1)c1nccnc1CO	5	-2.8	0.0	-2
Cc1nc(Nc2ccccn2)sc1-c1ccccc1	4	0.0	-0.1	-37
CC1=C(C(=O)OC2CCC(C)C(C)C2)C(c2ccc(Br)cc2)NC(=O)N1 (stereo not given)	-3	0.3	-0.1	-1
Cc1ccc(Sc2c(C)nn(S(=O)(=O)c3ccc(C)cc3)c2C)cc1	-8	-0.2	0.0	11
CCCCOc1nc(CC)nc(NC(=O)NS(=O)(=O)c2ccccc2C(=O)OC)n1	1	0.2	-0.1	-3
Cc1ccc(C(=O)Nc2ccccc2C(N)=O)o1	4	-1.2	-0.1	-14
SMILES	MITF primary	GPR151 activ	FBW7 act	TEAD-YAP inh
CCCC1N=C(c2cccc(OC)c2)CC(c2cc(Br)ccc2O)N1 (stereo not given)	1	1.7	0.0	39*
COc1ccc(Br)cc1C1C(C(=O)N2CCOCC2)=C(C)NC2=C1C(=O)CC(C)(C)C2 (stereo not given)	11	4.5	-0.1	3
CCCCS(=O)(=O)CC(O)CSc1nc(-c2ccccc2)cc(-c2ccccc2)c1C#N (stereo not given)	1	-0.5	0.2	21
CCCOc1cc(Nc2ccc(NC(=O)c3ccco3)cc2)nc(C)n1	40	-0.2	0.0	0
CC(=O)c1coc2c1cc(O)c1ccccc12	5	-0.7	-0.1	-35
COc1cc(NC(=O)COc2ccccc2C(C)(C)C)c(C(=O)O)cc1OC	6	0.9	0.0	-4
Cc1ccc(CN2CCN(Cc3cn[nH]c3-c3ccccc3)CC2CCO)o1 (stereo not given)	13	-1.4	0.2	-8
CC1Nc2ccc(Cl)cc2S(=O)(=O)N1 (stereo not given)	-8	-1.1	0.3	x
CCCCc1ccc(N2CCCn3c2nc2c3c(=O)[nH]c(=O)n2C)cc1	-15	-0.4	0.1	3
O=C(CCC(=O)n1ncc2ccc(Cl)cc21)NC1CCCCC1	21	-0.7	1.4	-7
CC1CCCCN1C(=O)Nc1ccc(Cl)cc1 (stereo not given)	6	0.4	-0.1	2
COC(=O)Nc1ccc(S(=O)(=O)N2CCCCC2C(=O)NCc2ccco2)cc1 (stereo not given)	9	0.3	0.0	9
CCOC(=O)/C(C#N)=C\C=C1C=CN(Cc2ccccc2)C=C1	-1	1.3	-0.2	-20
CCc1ccc(/C=C2\C(=O)NN(c3cccc(Cl)c3)C2=O)cc1	8	0.0	-0.1	14
CC(=O)c1ccc(NC(=O)c2ccc([N+](=O)[O-])cc2)cc1	-4	-0.4	0.0	-74
CC(C)N(CCNc1nc(Nc2ccncn2)nc2c1ncn2Cc1ccc(C(F)(F)F)cc1)C(C)C	3	-1.0	-0.1	-13
Cn1cnc([N+](=O)[O-])c1Sc1nnnn1C	-2	-1.2	0.1	17
CCOc1ccc2[nH]c(=O)c(CN(CCCO)C(=S)NCCCOC)cc2c1	-3	-1.4	0.0	3
O=C(Nc1ccccc1C(=O)N1CCCC1)c1cccc(I)c1	12	0.6	0.9	-3
Cc1ccc(C(=O)N2CCN3C(=O)[C@H](Cc4c[nH]c5ccccc45)NC(=O)[C@H]3C2)cc1F	1	-0.3	-0.1	3
COc1cccc(-c2noc(-c3cc(OC)cc(OC)c3)n2)c1	-27	1.1	0.1	-52
CCOC(=O)c1sc(N2C(=O)C(O)=C(C(=O)c3ccco3)C2c2ccc(C(C)C)cc2)nc1C (stereo not given)	-8	-0.3	0.0	-2
NC(=O)COC(=O)/C=C/c1cn(-c2ccccc2)nc1-c1cc2ccccc2o1	-1	-1.4	-0.1	-1
NC1=NC(=O)/C(=C/c2ccc(C=O)cc2)S1	6	0.1	0.0	4
CN(C)c1ccc(NCCc2c([N+](=O)[O-])cc([N+](=O)[O-])cc2[N+](=O)[O-])cc1	25	-0.2	-0.2	1

Results in MITF primary and TEAD-YAP inh, for some of the entries so far:
Structure	MITF primary	TEAD-YAP inh
CCCC1N=C(c2cccc(OC)c2)CC(c2cc(Br)ccc2O)N1 (stereo not given)	1	39*
CCCOc1cc(Nc2ccc(NC(=O)c3ccco3)cc2)nc(C)n1	40	0

Carrying on.
SMILES	MITF primary	GPR151 activ	FBW7 act	TEAD-YAP inh
O=[N+]([O-])c1ccc2nc3c([nH]c4ccccc43)c(N3CCOCC3)c2c1	-1	2.8	0.1	1
O=C(c1ccccc1F)N1CCC(O)(c2cccnc2)CC1	29	3.5	-0.1	-3
NC(=O)c1nn(-c2ccccc2)nc1NC(=O)Cn1c(-c2nonc2N)nc2ccccc21	18	1.1	0.0	1
Cc1ncn(-c2ccc(Nc3nccc(-c4ccc(C#N)c(NCc5ccccc5)c4)n3)cc2)n1	16	-2.2	0.3	-5
COc1ccc(-c2cnn3c(N4CCC(O)CC4)ccnc23)cc1	22	0.3	0.0	-55
CN1C(=O)CC(C(=O)Nc2cccc(C(=O)O)c2)SC1=Nc1cccc(Cl)c1 (stereo not given)	-9	-0.4	-0.1	0
COc1ccc(C(=O)Oc2ccc3ccccc3c2C=O)cc1OC	-5	3.9	0.1	5
Cc1cccn2c(=O)c3cc(C(=O)NC4CCCC4)c(=N)n(CCc4ccccc4)c3nc12	-4	-0.3	0.2	5
COc1ccc([N+](=O)[O-])cc1-c1ccc(/C=N/n2cnnc2)o1	-4	1.2	0.0	3
Cc1coc2c1c(C)cc1oc(=O)cc(C)c12	9	1.0	0.2	4
CC(=O)Nc1nnc(SCc2cc(=O)c(OC(=O)c3ccccc3[N+](=O)[O-])co2)s1	12	6.4*	-0.1	6
CN(C)C(=O)CSc1nnc(-c2ccco2)o1	-11	-0.7	0.0	-15
CC1=C(C(N)=O)C(c2ccccc2)n2nc(-c3cccc(O)c3)nc2N1 (stereo not given)	-8	2.2	0.1	9
O=c1n(Cn2nnc3ccccc32)nc2c3ccccc3nc(C3CC3)n12	8	-1.1	0.2	3
N#Cc1c(NC(=O)COc2ccc3c(c2)OCO3)sc2c1CCC2	12	0.0	0.0	-13
Cc1ccc(NC(=O)c2c[nH]c(=O)[nH]c2=O)cc1S(=O)(=O)N1CCCCC1	4	-0.7	0.1	-4
COC(=O)c1c(OCc2cccnc2)cc(=O)n2c1CCN(C(C)CSC)CC2 (stereo not given)	11	0.1	0.1	-12
O=C(c1ccc2cncc(-c3ccccc3)c2n1)N1CCOCC1	17	-2.5	-0.4	36*
CC(=O)CSc1nnc(-c2ccccc2O)n1C	-7	-1.1	-0.2	5
Cc1ccc(N(C(=O)c2ccc(-n3cnnn3)cc2)C2(C(=O)Nc3ccccc3)CCCCC2)cc1	1	0.0	0.0	6
COc1ccc(C(C)C)cc1S(=O)(=O)N1CCN(c2ccc(F)cc2)CC1	-8	0.8	-0.2	2
COc1ccc(/C=C2\N=C(c3ccccc3F)OC2=O)cc1	11	0.8	0.0	-4
CC(N=C1CCCc2ccccc2N1)C(=O)O (stereo not given)	-15	1.2	0.4	-5
CCOc1ccccc1NCc1c(CO)cnc(C)c1O	-6	-0.5	0.9	8
Cc1ccc(NC(=O)Nc2nnc(N3CCCCC3)s2)c(C)c1	4	7.4*	-0.2	1

Part of the list above, reformatted:
smiles | MITF primary | GPR151 activ | FBW7 act | TEAD-YAP inh
Cc1ccc(C(=O)Nc2ccccc2C(N)=O)o1 | 4 | -1.2 | -0.1 | -14
O=C(c1ccc2cncc(-c3ccccc3)c2n1)N1CCOCC1 | 17 | -2.5 | -0.4 | 36*

Entries shown so far that have a thiophene ring, fused or not:
SMILES	MITF primary	GPR151 activ	FBW7 act	TEAD-YAP inh
O=C(Nc1ccc2oc(-c3cncc(Br)c3)nc2c1)c1cccs1	21	-1.7	0.9	-12
Nc1nccc(-c2cc(F)c3nc(C4COc5ccc(C(=O)NCCc6cccs6)cc5C4)[nH]c3c2)n1 (stereo not given)	14	0.5	-0.2	11
N#Cc1c(NC(=O)COc2ccc3c(c2)OCO3)sc2c1CCC2	12	0.0	0.0	-13

Looked up above:
In MITF primary, `CN(C)C(=O)CSc1nnc(-c2ccco2)o1` is entered as -11
In GPR151 activ, `CC(=O)Nc1nnc(SCc2cc(=O)c(OC(=O)c3ccccc3[N+](=O)[O-])co2)s1` is entered as 6.4*
In FBW7 act, `Cc1ccc(NC(=O)Nc2nnc(N3CCCCC3)s2)c(C)c1` is entered as -0.2

(next part)
SMILES	MITF primary	GPR151 activ	FBW7 act	TEAD-YAP inh
O=C(CN(c1ccccc1F)S(=O)(=O)c1ccccc1)NCc1cccnc1	4	0.1	0.0	15
CC1CCCC(NC(=O)COC(=O)c2cc(S(=O)(=O)N3CCCC3)ccc2O)C1C (stereo not given)	9	0.1	0.1	8
COc1ccc(/C=N/NC(=O)COc2ccccc2C#N)cc1I	2	-0.3	0.3	6
COC(=O)CCCC(=O)Nc1ccc(C)c(Cl)c1	8	-1.4	0.1	-6
CC(C)=CCN1CCOc2ccc(C(C)(O)CN(C)C)cc2C1 (stereo not given)	-12	3.2	0.1	-11
COCCNc1cc(-c2ccccc2)nc(-c2ccncc2)n1	-2	0.1	0.2	0
COc1ccc(Nc2ncnc3ccc(Br)cc23)cc1OC	4	0.2	0.0	23
CC1(C)OC(C)(C)c2c1sc(N)c2C#N	6	1.4	-0.1	6
CCOc1ccc(/C=C(/NC(=O)c2ccccc2)C(=O)Nc2cccc(O)c2)cc1	20	-1.4	0.2	15
Cc1n[nH]c(C)c1CCC(=O)NCC1Cc2cc(-c3cnccn3)ccc2O1 (stereo not given)	2	0.1	0.0	12
CCOC(=O)c1sc(NC(=O)COc2ccc(C)cc2)c(C(=O)OCC)c1C	0	0.4	0.8	-2
CCSc1ncnc2scc(-c3ccccc3)c12	7	0.2	0.3	-28
O=C1Nc2ccccc2/C1=N\N=C\c1ccc(O)c(O)c1O	58*	0.4	-0.4	0
COC(=O)C(C)N(c1ccc(C)cc1)S(=O)(=O)c1c(C)[nH]c(=O)[nH]c1=O (stereo not given)	6	4.4	0.1	5
COc1cccc(C(=O)N2CCCC2)c1	1	0.5	-0.1	7
CCN(CC)c1ccc(NC(=O)C2CCCO2)cc1 (stereo not given)	7	0.1	0.6	-42
CCC(CC)NS(=O)(=O)c1cccc(C(=O)O)c1	-8	-0.5	0.0	0
Cc1cc(N2C(=O)NC(=O)/C(=C\c3ccc(O)c([N+](=O)[O-])c3)C2=O)ccc1Br	-1	4.0	-0.1	2
CC1(C)Cc2c(c(-c3ccccc3)nc3sc4c(N5CCCC5)ncnc4c23)CO1	0	0.0	0.1	-7
O=C1CCCN1CCCNc1nc(N2CCC(N3CCOCC3)CC2)nc2c1ncn2CCN1CCCC1=O	10	1.3	-0.1	-11
CCCS(=O)(=O)c1ncc(Cl)c(C(=O)Nc2ccccc2Cl)n1	15	-1.1	0.1	14
Cc1ccc2c(c1)-c1c(ssc1=S)C(C)(C)N2C(=O)CN1CCC(C)CC1	26	1.5	-0.7	-5
Cc1ccc(-c2csc3c(=O)n(C)c(SCC(=O)Nc4ccccc4Cl)nc23)cc1	-4	-1.2	-0.2	-3
CN1CC(=O)N2CCN(Cc3ccccc3Cl)C[C@@H]2C1=O	8	0.8	-0.1	3
Cc1nc2sccn2c(=O)c1S(=O)(=O)N1CCCC1	11	1.6	0.6	3
CO[C@@H]1COC(=O)C/C=C/[C@@H](C)COC(=O)[C@H](Cc2ccccc2)NC(=O)C/C=C/C1C (stereo not given in full)	-4	0.8	0.0	x

Assay outcomes as filed in PubChem.
